Compound activity deposited in PubChem by National Center for Advancing Translational Sciences (NCATS).
p53 reactivation: re-activators of mutant p53 | H1299 p53-A138V BP100-luciferase reporter, luminescence, 24 h | Potency, µM (highest dose often 92.2 µM), without a hit: at the top dose activity change, positive = activation, actives largely listed as activators | AID 504706 | 0.063% of 320,000 active; also: % of control where 0% means no effect; nearly all actives have a fitted effect of over 45% in size
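p53-null H1299 cells stably carrying temperature-sensitive p53-A138V and a BP100-luciferase reporter were pinned with compounds (4-point, 1:5 series) and held 24 hrs at 37 deg C. Luminescence was read 10 min after detection reagent.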
Rab9 prom act: activators of Rab9 promoter; Huh7 Rab9 promoter-luciferase reporter, luminescence, 24 h; Potency, µM (series often up to 9.22 µM), for the others: top-dose activation, negative = inhibition, usual class: activators; 2.8% of 320,000 active; also: % of control where 0% means no effect; nearly all actives have a fitted effect of over 60% in size
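Measured in stably transfected Huh7 cells bearing a Rab9 promoter–luciferase construct: 24 h compound treatment at 37 °C, followed by luminescence detection.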
FLuc counter: counter-screen for miR-21 project: firefly luciferase inhibitors or activators | P08659 | purified FLuc, Km substrates, luminescence inhibition | Potency, µM (series often up to 57.5 µM), inactives show at the top dose activity change, negative = inhibition, usual class: inhibitors | 6.9% of 360,000 active | AID 588342;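 also: plate controls were vehicle for no effect and reference inhibitor for full effect; nearly all actives have a fitted effect of over 55% in size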
Target sequence (P08659 whole entry, looked up): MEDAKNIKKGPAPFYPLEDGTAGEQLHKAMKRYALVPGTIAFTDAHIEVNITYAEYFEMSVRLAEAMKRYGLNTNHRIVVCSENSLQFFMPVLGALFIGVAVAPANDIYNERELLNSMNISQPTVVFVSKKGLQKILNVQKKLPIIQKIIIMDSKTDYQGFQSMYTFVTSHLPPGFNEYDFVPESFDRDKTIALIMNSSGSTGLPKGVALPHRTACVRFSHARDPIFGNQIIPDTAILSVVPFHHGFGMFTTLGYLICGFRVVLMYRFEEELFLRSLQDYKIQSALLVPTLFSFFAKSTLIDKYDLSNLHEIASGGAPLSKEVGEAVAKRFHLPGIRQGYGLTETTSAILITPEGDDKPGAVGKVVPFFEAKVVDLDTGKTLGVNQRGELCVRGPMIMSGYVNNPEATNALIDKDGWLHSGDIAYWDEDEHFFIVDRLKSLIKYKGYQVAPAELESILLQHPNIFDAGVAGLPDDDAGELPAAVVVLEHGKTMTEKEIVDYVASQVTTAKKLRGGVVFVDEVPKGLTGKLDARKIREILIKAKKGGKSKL
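Biochemical qHTS of compounds, final roughly 60 µM downward over six points, against 10 nM purified firefly luciferase using Km concentrations of substrates (10 uM D-luciferin, 10 uM ATP) in Tris acetate pH 7.5 buffer; luminescence output.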
MBNL1 CUG block: blocks human MBNL1 binding to CUG repeat RNA; TR-FRET MBNL1-His/biotin-(CUG)12 binding, 665/545 ratio; 0.036% of 280,000 active; Potency, µM (doses to about 57.5 µM), without a hit: at the highest dose activity change, negative = inhibition, most hits filed as inhibitors; active = well fitted inhibition curve with a large enough effect in the signal ratio, with a control signal flat, not every such curve was filed as active; inconclusive = small, poorly fitted or top-dose-only effect, or effect the other way, or a change in a side signal; inactive = no such curve, though single readings can be large or run the other way; the % refers to the signal ratio; also: % is scaled to controls: 0 for no effect and ±100 for the full control effect
Target sequence (Q9NR56 whole entry, looked up): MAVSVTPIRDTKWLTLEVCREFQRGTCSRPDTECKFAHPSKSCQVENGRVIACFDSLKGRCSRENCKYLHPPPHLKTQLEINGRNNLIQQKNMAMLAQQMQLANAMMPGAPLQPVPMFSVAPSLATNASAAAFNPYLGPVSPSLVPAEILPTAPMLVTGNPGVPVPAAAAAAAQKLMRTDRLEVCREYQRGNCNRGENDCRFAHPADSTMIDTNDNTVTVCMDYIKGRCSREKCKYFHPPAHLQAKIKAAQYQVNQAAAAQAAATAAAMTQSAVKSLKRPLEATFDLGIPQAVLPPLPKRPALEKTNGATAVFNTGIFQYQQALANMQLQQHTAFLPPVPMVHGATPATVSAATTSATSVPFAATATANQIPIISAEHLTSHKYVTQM
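His-tagged MBNL1 binding to biotinylated (CUG)12 RNA was measured by TR-FRET using terbium anti-His antibody (0.055 ng/ul final) and streptavidin-XL665 (5 nM final). Compounds were titrated 92 nM to 58 uM; 60 min at room temperature.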
RORg inh: inhibitors of mouse ROR gamma transcriptional activity; Potency, µM (titrated, usually from 53.6 µM), for the others: at the highest dose activity change, negative = inhibition, most hits filed as inhibitors; 5.4% of 310,000 active; P51450; Drosophila S2 Gal4-RORgamma UAS-luciferase reporter, 20 h; AID 2551; also: % is scaled to controls: 0 for no effect and ±100 for the full control effect; nearly all actives have a fitted effect of over 60% in size
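Schneider cells (Drosophila), stable Gal4 DBD–ROR gamma + UAS-luc; 1 hr cmpd preincubation; Cu2+ induction 700 uM final; 20 hr ambient; luminescence.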
BRCA1 expr act: BRCA1 expression activation; MCF7-BRCA1-FFLuc reporter, luminescence, 48 h; response scale: scaled: vehicle 0%, 10 µM genistein 100%; Potency, µM (titrated, usually from 46.1 µM), without a hit: at the highest dose activation, usual class: activators; 1.1% of 380,000 active; also: nearly all actives have a fitted effect of over 80% in size; some results filed as inactive show a strong effect at the top dose
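MCF7-BRCA1-FFLuc, 2000 cells/well; 2 h attach, 37 °C/5% CO2; compound 48 h; luciferase substrate 15 min; luminescence end-point. Norm. to genistein 10 microM max activation and DMSO; concentration-response curves fitted.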
NPC1 promoter act: activators of NPC1 promoter; Huh7 NPC1 promoter luciferase reporter, 24 h; Potency, µM (highest dose often 9.22 µM), without a hit: top-dose activation, actives largely listed as activators; 2.4% of 320,000 active; AID 485313;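 also: % of control where 0% means no effect; nearly all actives have a fitted effect of over 60% in size; reporter is driven by a mutant NPC1 promoter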
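Readout is luciferase luminescence, reflecting NPC1 promoter activation in stably transfected Huh7 cells after 24 h compound exposure at 37 °C in reduced-serum medium with 10% FBS.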
Gal4-VP16 FLuc: Gal4-VP16 reporter inhibition counter-screen; AID 2546; Drosophila S2 Gal4-VP16 UAS-luciferase, luminescence, 20 h; Potency, µM (highest dose often 53.6 µM), for inactives: top-dose activity, negative = inhibition, hits mostly inhibitors; 3.5% of 310,000 active;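 also: Gal4-VP16 expression switched on by copper sulfate through the metallothionein promoter; % is scaled to controls: 0 for no effect and ±100 for the full control effect; nearly all actives have a fitted effect of over 50% in size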
uPA generation: blocks generation of uPA at the cell surface; AID 540303; 0.31% of 330,000 active; cell surface uPA generation assay, qHTS; Potency, µM (titrated, usually from 38.3 µM), without a hit: at the highest dose activity change, negative = inhibition, hits mostly inhibitors; active = well fitted inhibition curve with a large enough effect; inconclusive = small, poorly fitted or top-dose-only effect; inactive = no such curve, though single readings can be large or run the other way; tested in mouse RAW 264.7 cells; also: % is scaled to controls: 0 for no effect and ±100 for the full control effect; nearly all actives have a fitted effect of over 55% in size
ELG1 genotoxic: genotoxicity induction in ELG1-luciferase HEK293T cells; HEK293T ELG1-luciferase reporter, luminescence, 16 h; Potency, µM (titrated, usually from 46 µM), for inactives: top-dose activity change, positive = activation, usual class: activators; 1.3% of 330,000 active; AID 504466; also: % of control where 0% means no effect; nearly all actives have a fitted effect of over 60% in size
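Reporter readout depends on ELG1 protein level, which increases with genetic stress. After 16 hr compound exposure at 37 °C, luciferase activity was quantified using ONE-Glo.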
Active calls of the source: *; ? = inconclusive; . = not tested or not shown; & = joins results of further samples; [ ] = remark or other dose. Unless noted, calls follow the shape of the dose curve; as a rule, active = well fitted curve in the direction sought with a large enough effect; inconclusive = small, poorly fitted or top-dose-only effect, or another doubt; inactive = no such curve, though single readings can be large; an effect the other way counts as inactive or inconclusive. Potency is read from the fitted curve at half-maximal effect. Not a hit list; overall some 13% were active at least once.

entry | Molecule | p53 reactivation | Rab9 prom act | FLuc counter | MBNL1 CUG block | RORg inh | BRCA1 expr act | NPC1 promoter act | Gal4-VP16 FLuc | uPA generation | ELG1 genotoxic
1 | Nc1nc(-c2ccccc2)c(N=Nc2ccccc2Cl)s1 | -12% | -2% | ? | 36%[activator] | -4% | -87% | -2% | ? | -2% | 3%
2 | O=C(NC1CCCCC1)c1ccc(CS(=O)(=O)Cc2ccccc2F)o1 | 23% | 21% | -3% | -9% | 23% | 0% | 11% | -7% | 10% | 8%
3 | OCCNc1nc(-c2ccccc2)nc2ccccc12 | -2% | -1% | -13% | -1% | 8% | -10% | -2% | -5% | -2% | -2%
4 | CCc1ccc(-n2nc3ccc(NC(=O)c4ccc5c(c4)OCO5)cc3n2)cc1 | -3% | -1% | 4% | -14% | 8% | 3% | 0% | 9% | 1% | 12%
5 | O=C(NCc1ccc(Cl)cc1)c1cnccn1 | -2% | 11% | -2% | -18% | 8% | 10% | -4% | -2% | -1% | 1%
6 | Cc1ccc(-c2csc(NC(=O)Cc3cccs3)n2)cc1C | 8% | 27% | ? | -1% | 6% | 62% | 24% | 3% | 8% | ?
7 | COc1c(S(=O)(=O)NCCCn2ccnc2)ccc(Cl)c1Cl | . | 0% | 2% | -6% | . | -12% | -2% | . | -6% | 1%
8 | CN1CCN(S(=O)(=O)Cc2ccccc2Cl)CC1 | 6% | 7% | 1% | 2% | 1% | -2% | 3% | -3% | 2% | 8%
9 | Cc1ccc(SCC(=O)NC(=O)NCCC(C)C)c(C)c1 | 11% | 2% | -1% | -2% | 5% | 0% | -1% | -8% | -1% | -1%
10 | COc1cccc(-c2nnc(SCC(=O)N(C(C)C)C(C)C)o2)c1 | 20% | 20% | 5%[2.3 µM] | -10% | 31% | 42% | 4% | -4% | . | 0%
11 | O=C1C2CCCN2C(c2ccc(F)cc2)N1c1ccc(Cl)cc1 (stereo not given) | ? | 5% | 9% | -5% | 19% | 0% | 5% | 0% | 5µM* | 2%
12 | Clc1ccc2oc3c(Cl)ncnc3c2c1 | 19% | -7% | 1% | -8% | -21% | -22% | 0% | -14% | -18% | 5%
13 | O=C(Nc1cc(C(F)(F)F)ccc1-n1cncn1)c1cn2ccccc2n1 | -2% | . | . | . | . | 6% | . | . | 3% | 0%
14 | CCN(CC(=O)NCc1cccs1)CC(=O)Nc1ccccc1C | 2% | 9% | 2% | . | . | 8% | -1% | . | 18% | 1%
15 | O=C(Nc1ccncc1)c1ccccc1[N+](=O)[O-] | 10% | -7% | 3% | ? | 0% | -5% | 2% | -13% | 2% | -10%
16 | O=C1CCCC2=C1C(c1cccs1)CC(=O)N2c1ccc(F)cc1 (stereo not given) | -3% | -3% | 0% | -5% | -1% | 0% | 1% | -3% | 4% | -1%
17 | CCOC(=O)c1[nH]c(C)c(C(=O)Nc2cc(OC)ccc2OC)c1C | . | -25% | 4% | 4% | -5% | -69% | -19% | -25% | . | ?
18 | CC(=O)c1ccc(OCc2cc(C(=O)NCCc3ccc(Cl)cc3)no2)cc1 | 21% | 14% | ? | 3% | 1% | 38% | 14% | 0% | 3% | ?
19 | O=C1NC(=Nc2ccc(F)cc2)SC1Cc1ccc(F)cc1 (stereo not given) | -4% | 0% | 0% | 2% | -17% | 1% | -1% | 4% | -4% | 1%
20 | CCOC(=O)c1cccc(NS(=O)(=O)Cc2ccccc2)c1 | -7% | -8% | -4% | -6% | 18% | 3% | 1% | -2% | -1% | 0%

Next records follow.
entry | Molecule | p53 reactivation | Rab9 prom act | FLuc counter | MBNL1 CUG block | RORg inh | BRCA1 expr act | NPC1 promoter act | Gal4-VP16 FLuc | uPA generation | ELG1 genotoxic
21 | CCC(CC)c1nnc(NC(=O)CCN2C(=O)c3ccccc3C2=O)s1 | -2% | 2% | 7% | 0% | 15% | -9% | -6% | 2% | 0% | 1%
22 | COc1ccc(CN2CCN(Cc3ccc(C)cc3)CC2)c(OC)c1 | -1% | -1% | 0% | -6% | 2% | -29% | -6% | 13% | -4% | -13%
23 | Cc1ccc(NC(=O)c2ccncc2)cc1S(=O)(=O)N(C)C | -18% | 7% | -5% | -5% | ? | -1% | 1% | -1% | 8% | 0%
24 | COC(=O)Cn1cc(S(=O)(=O)NCc2ccc(C)cc2)c2cc([N+](=O)[O-])ccc21 | 13% | -1%[1.84 µM] | 5% | -2% | 10% | 4% | 1% | 15% | -4% | -1%
25 | O=C(COc1ccc2ccc(=O)oc2c1)NCc1ccccn1 | -1% | -5% | 1% | 1% | 21% | -7% | -4% | 8% | -2% | -2%
26 | COc1ccc(NC(=O)N2CCCC2C(=O)Nc2ccc(C)cc2)cc1 (stereo not given) | -7% | -3% | 1% | -4% | -2% | 0% | -4% | -3% | 2% | -2%
27 | CCOC(=O)[C@H](CCc1ccccc1)N[C@@H](C)C(=O)N1CCC[C@H]1C(=O)O | 4%&1% | -3%&-1% | 4%&0% | -11% | 14% | 10%&0% | -2%&1% | -2% | 5%&5% | 2%&2%
28 | O=C(Nc1ccccc1)OCCCc1ccccc1 | ? | ? | 19µM* | -9% | 33% | 56% | ? | ? | -6% | -27%
29 | Cc1c(C#N)c(N)c(C(=O)c2ccccc2)n1Cc1ccccc1 | -2% | 0% | 0% | ? | -28% | -11% | 2% | 1% | 8% | 4%
30 | CCCCC(=O)Nc1cc([N+](=O)[O-])ccc1Cl | -4% | -4% | -3% | 34%[activator] | 10% | -19% | 1% | -3% | -6% | 0%
31 | O=c1[nH]cnc2c1c(-c1ccccc1)cn2-c1cccc(Cl)c1 | -6% | -6% | 4% | -2% | 0% | -52% | 8% | -14% | -4% | 9%
32 | CCn1c(=O)cc(OCC(=O)O)c2ccccc21 | -1% | -1% | -1% | -9% | 1% | 15% | -1% | 2% | 1% | -2%
33 | O=C(COC(=O)COc1ccc2ccccc2c1)Nc1cc(C(F)(F)F)ccc1N1CCOCC1 | -7% | -2% | 3% | . | -2% | -1% | -2% | -5% | 18% | -2%
34 | CC1(C)Oc2ccc(C(=O)NC3CC3)cc2N(CC(=O)N2CCOCC2)C1=O | -1% | 9% | -1% | -3% | 1% | 9%[1.84 µM] | -1% | 1% | 2% | -1%
35 | Cc1nn(-c2ccccc2)c2c1c(C)c(CCC(=O)N1CCOCC1)c(=O)n2C | -18% | -5% | 0% | 66%[activator] | 1% | 0% | -4% | -4% | 2% | -11%
36 | O=C(COc1ccc(C(F)(F)F)cc1[N+](=O)[O-])Nc1cccc(C(F)(F)F)c1 | -2% | -5% | -1% | 1% | -17% | -11% | 0% | -3% | 0% | 3%
37 | CCC1CCC(C(=O)NC(CCSC)C(=O)NCCN(CC(C)C)CC(C)C)CC1 (stereo not given) | 2% | -1% | -2% | -6% | -16% | -7% | -2% | 7% | -3% | 7%
38 | CC(C)C(NC(=O)c1ccccc1)C(=O)N/N=C\c1ccco1 (stereo not given) | 2% | -4% | 4% | ? | 23% | -22% | -1% | -6% | -1% | 0%
39 | COc1cc(OC)cc(C(=O)N2CCC(N3CCCCCC3)CC2)c1 | -15% | -5% | 6% | -5% | -30% | 0% | -7% | -26% | 6% | 1%
40 | COc1cc(/C=C2/C(=O)ON=C2C)ccc1OCc1ccccc1F | ? | -1% | 6.7µM* | -4% | 10µM* | ? | 3% | ? | -9% | ?

(further entries)
entry | Molecule | p53 reactivation | Rab9 prom act | FLuc counter | MBNL1 CUG block | RORg inh | BRCA1 expr act | NPC1 promoter act | Gal4-VP16 FLuc | uPA generation | ELG1 genotoxic
41 | C[C@@H](C(=O)OCn1nnc2ccccc2c1=O)N1C(=O)C2CCCCC2C1=O (stereo not given in full) | -1% | -3% | -1% | 9% | 26% | 1% | -2% | -10% | 10% | 0%
42 | CCOC(=O)c1cc(C)n(-c2ccc(OC)c(OC)c2)c1C | -1% | -1% | 1% | 0% | -6% | -14% | 0% | -2% | -1% | -3%
43 | O=C(Nc1ccc(CN2CCCCC2)cc1)Nc1ccc(Br)cc1Cl | 0% | -5% | 5% | -9% | 23% | -31% | -2% | -13% | -1% | 12%
44 | CN(C)c1nc(N(C)C)nc(N2CC(=O)N(c3ccccc3)C2=N)n1 | 1% | -6% | 1% | -5% | 29% | -8% | -2% | 5% | -6% | 0%
45 | c1ccc(Oc2cccc(OCCCCSc3ncccn3)c2)cc1 | -5% | -1% | -10% | 9% | ? | 3% | -3% | 6% | -2% | -1%
46 | Cn1nnnc1Sc1ccc([N+](=O)[O-])cc1Cl | -2% | -1% | 0% | ? | 13% | -12% | -2% | 6% | -20% | -6%
47 | O=C(Nc1ccc(O)c2c(=O)cc(-c3ccccc3Cl)oc12)c1cccs1 | -1% | 1% | 0% | 8% | 32%&14% | 71% | -5% | 28%&-10% | -21% | 3%
48 | O=C(Nc1ccsc1C(=O)N1CCCC1)c1ccccc1 | 1% | -3% | -10% | -3% | -22% | 6% | 6% | -4% | 4% | -2%
49 | COc1ccc(OC)c2c(=O)cc(C(=O)O)[nH]c12 | 4% | -4% | -3% | ? | 6% | -6% | -3% | -6% | 2% | 1%
50 | Cn1c(CN2CCN(c3cccc(Cl)c3)CC2)nc2ccccc21 | 3% | -1% | -2% | 1% | ? | -12% | -3% | ? | 1% | -4%
51 | CCOC(=O)Cc1csc(SCc2nc3sc4c(c3c(=O)[nH]2)CCC4)n1 | 1% | -4% | -1% | -2% | 34% | -7% | 8% | 3% | -2% | 2%
52 | Cc1nc(N2CCOCC2)sc1C=O | 5% | -8% | 0% | ? | -10% | -6% | -4% | 2% | 8% | 2%
